Screens as filed in PubChem BioAssay.
NOD1 NF-kB reporter = NOD1 signaling inhibitors, primary screen, cell-based, luminescence, uHTS (AID 1578). actives 1% (n = 290,000). inhibition, % at 4 µM, or EC50 in µM where a hit was titrated. NOD1-driven NF-kB luciferase reporter cells, luminescence; higher % means a stronger effect; in the data active = inhibition mostly above about 36%, no sharp cut-off; inactive = mostly below about 34%;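 note: HEK-293T reporter cells stimulated with the NOD1 agonist gamma-tri-DAP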
AID2073 = inhibitors of Mint1-CaV2.2 protein interaction, biochemical, HTRF (AID 2073). HTRF protein-protein interaction, Mint1-CaV2.2; higher % means a stronger effect. inhibition, % at 20 µM; hits with a dose series show IC50 in µM. actives 0.19% (n = 290,000); in the data active = inhibition mostly above about 51%, no sharp cut-off; note: some results filed as inactive read as strong as hits
P. falciparum M17LAP = P. falciparum M17LAP inhibitors, primary screen, biochemical, fluorogenic H-Leu-NHMec substrate, 1536-well (AID 1619); recombinant M17LAP, H-Leu-NHMec fluorogenic kinetic assay; higher % means a stronger effect; one-dose inhibition, % at 30 µM; IC50 in µM for titrated hits; actives 0.38% (n = 220,000);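 active = compound inhibiting the enzyme by more than half at any dose during confirmatory dose-response retesting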;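 note: plate controls were full reaction with DMSO carrier for no effect and no enzyme background for full effect; strong numbers were not always called active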
GPR55 beta-arrestin = GPR55 agonists via beta-arrestin recruitment, primary screen, imaging, U2OS cells, beta-arrestin-GFP redistribution (AID 1961). one-dose activation, % at 10 µM; EC50 in µM for titrated hits. actives 0.048% (n = 290,000). U2OS GPR55 beta-arrestin-GFP redistribution imaging; higher % means a stronger effect;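 active = activation above 40% with more than 50 cells counted in the well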;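 note: U2OS osteosarcoma cells stably expressing GPR55 and beta-arrestin-GFP; plate controls were DMSO negative control for no effect and LPI positive control for full effect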
KOR beta-arrestin-1 = KOR antagonists, beta-arrestin recruitment, cell-based, luminescence, uHTS (AID 1778); actives 0.091% (n = 290,000); Kappa-type opioid receptor (Homo sapiens); KOR beta-arrestin recruitment, luminescence, antagonist mode; higher % means a stronger effect; inhibition, % at 10 µM; hits with a dose series show IC50 in µM; note: strong numbers were not always called active
M1AAP inhibition = P. falciparum M1AAP inhibitors, biochemical, fluorogenic H-Leu-NHMec substrate, 1536-well (AID 1445) | recombinant M1AAP, H-Leu-NHMec fluorogenic kinetic assay; higher % means a stronger effect | actives 0.42% (n = 220,000) | inhibition, % at 30 µM, or IC50 in µM where a hit was titrated | Aminopeptidase N (Plasmodium falciparum (isolate 3D7));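 active = primary inhibition above the hit cutoff, then over 50% inhibition at one or more dose response concentrations, cut at about 23% in these data, passing the limit was not always enough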;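 note: plate controls were DMSO full reaction for no effect and no enzyme background for full effect; strong numbers were not always called active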
HEK293 NOD2/NF-kB = NOD2 signaling inhibitors, cell-based, luminescence, uHTS, HEK293 (AID 1566) | actives 0.63% (n = 290,000) | one-dose inhibition, % at 4 µM; EC50 in µM for titrated hits | HEK293 NOD2/NF-kB luciferase reporter, luminescence; higher % means a stronger effect; note: many of its hits are not listed in these tables
KOR beta-arrestin-2 = KOR agonists, beta-arrestin recruitment, primary screen, cell-based, luminescence, uHTS (AID 1777). KOR beta-arrestin recruitment, luminescence; higher % means a stronger effect. actives 0.02% (n = 280,000). one-dose activation, % at 10 µM; EC50 in µM for titrated hits. Kappa-type opioid receptor (Homo sapiens); in the data active = activation above about 50%, passing the limit was not always enough; note: a part of the inactive calls stands beside numbers as strong as those of hits
Dynein cargo inh = inhibitors of GR-EGFP nuclear translocation, primary screen, dynein cargo transport inhibitor project, imaging, high-content, 3617.4 mouse cells; test concentration mostly 20 µM; stimulated with dexamethasone, 1 µM; stronger effect = lower value; z-score, hits read low; actives 0.47% (n = 220,000); AID 1381, 2008;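 active = plate z-score of nuclear minus cytoplasmic receptor signal below a set negative limit, without overly bright fluorescence or cell loss, cut at about -3.5 in these data, passing the limit was not always enough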;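 note: z-score of nuclear minus cytoplasmic ring GR-EGFP intensity difference per well; some compounds called inactive have numbers as strong as hits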
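Buffer or medium – tet-free medium with charcoal-stripped serum · Signal – automated 10x imaging of fixed Hoechst-stained cells · Also added – dexamethasone agonist, 1.0 µM final, for 30 min · Incubation – induction 48 h, compound 1 h, agonist 30 min · Read-out – GR-EGFP nuclear translocation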
Dynein cargo inh cytoplasmic EGFP = second read-out of Dynein cargo inh, no call of its own (marks repeat the call); z-score; measured here: cytoplasmic GR-EGFP intensity; stronger effect = higher value
Dynein cargo inh nuclear GR-EGFP = second read-out of Dynein cargo inh, no call of its own (marks repeat the call); z-score; measured here: nuclear GR-EGFP intensity;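 lower value marks the stronger effect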
Dynein cargo inh cell count = second read-out of Dynein cargo inh, no call of its own (marks repeat the call); z-score; measured here: cell count per field
Active calls of the source: *; x = no result given; [ ] = remark or other dose. Cut-off read from the data, not from the text of the source, unless noted: active = inhibition above about 50%; inactive = the rest. A portion of the library. The share of hits here may be higher or lower than overall.

SMILES | NOD1 NF-kB reporter | AID2073 | P. falciparum M17LAP | GPR55 beta-arrestin | KOR beta-arrestin-1 | M1AAP inhibition | HEK293 NOD2/NF-kB | KOR beta-arrestin-2 | Dynein cargo inh | Dynein cargo inh cytoplasmic EGFP | Dynein cargo inh nuclear GR-EGFP | Dynein cargo inh cell count
O=C(N/N=C\c1ccc(-c2ccc(Cl)c(Cl)c2)o1)C(=O)N1CCCC1 | 7% | 11% | 15% | 0.2% | -60% | 5% | -3% | 15% | 2 | -0.22 | 1.4 | -0.31
O=C(CN1C(=O)COc2ccccc21)N(Cc1ccc2c(c1)OCO2)CC1CCCO1 (centres undefined) | -4% | 2% | 19% | -0.2% | 10% | 2% | 4% | 72% | -0.14 | -0.27 | 0.16 | 0.37
COc1ccc(NC(=O)CSc2ccc(-c3sc(C)nc3C)nn2)cc1 | -17% | 6% | x | -0.1% | -42% | x | 5% | 8.2% | x | x | x | x
CN1CCN(C2=Nc3cc(F)ccc3Cc3ccccc32)CC1 | -18% | 0% | -1% | -0.5% | -8% | -7% | -5% | -1.4% | x | x | x | x
O=C(NC(=S)Nc1c(Cl)ccc2nsnc12)c1ccccc1F | 10% | -1% | x | -0.1% | 4% | x | 2% | 1.4% | x | x | x | x
CSc1cc(-c2ccccc2)n(Cc2ccccc2Cl)c(=O)c1C#N | -7% | 4% | 0% | -0.1% | 6% | 12% | 0% | -7.9% | 0.18 | 0.26 | -0.1 | -0.23
O=C(Cn1c(SCC(=O)N2CCCc3ccccc32)nc2ccccc21)N1CCCC1 | 8% | -4% | 12% | -0.1% | x | 9% | 16% | x | 1 | -0.23 | 0.83 | -1
CCCc1nc(-c2ccccc2)c(-c2ccc(OC)c(OC)c2)c(=O)[nH]1 | -8% | 8% | x | 1.1% | 2% | x | 12% | 2.2% | x | x | x | x
CS(=O)(=O)c1ccc(N2CCN(c3ccccn3)CC2)c([N+](=O)[O-])c1 | -18% | -2% | x | -0.2% | -24% | x | 8% | -0.4% | x | x | x | x
COC(=O)C1=C(C)N(C)C(C)=C(C(=O)OC)C1c1ccc(C(=O)OC)cc1 | -13% | 0% | 3% | -0.2% | 27% | 7% | -6% | -6.6% | -0.17 | -0.22 | -0.094 | 0.69
CCCN(CC(=O)Nc1cc(Cl)ccc1Cl)C(=O)/C=C/c1ccco1 | -30% | -6% | 6% | -0.1% | -23% | 0% | 9% | -2.0% | 0.57 | 0.063 | 0.57 | -1.7
CCc1ccc(NC(=O)CN(c2cc(C)cc(C)c2)S(=O)(=O)c2c(C)[nH]c(=O)[nH]c2=O)cc1 | -6% | 0% | x | -0.2% | -22% | x | 9% | 5.2% | x | x | x | x
O=C(OCc1ccc(COC(=O)c2ccc(O)cc2)cc1)c1ccc(O)cc1 | -1% | -2% | x | 0.0% | -47% | x | -2% | 0.1% | x | x | x | x
CCOC(CNC(=O)c1ccc2nc(N3CCC(C)CC3)sc2c1)OCC | -76% | 3% | -4% | 0.2% | -20% | 9% | -145% | -1.9% | 1.4 | 0.11 | 0.86 | -2.1
O=C(NC1CCC(c2ccccc2)CC1)c1cccnc1 (centres undefined) | -10% | -1% | -7% | 0.0% | -63%[20 µM] | 0% | -7% | 4.6% | -0.87 | -0.36 | -0.68 | 1
Cc1nc(N/N=C/c2ccc(O)cc2)c2cnn(-c3ccccc3)c2n1 | -13% | 11% | 1% | -0.5% | -20% | 16% | 14% | -0.3% | 0.31 | 0.028 | 0.84 | -1.7
CCN(CC)S(=O)(=O)c1cccc(NC(=O)c2ccccc2Br)c1 | 18% | 9% | -3% | -0.2% | -9% | 8% | 12% | 5.0% | 0.3 | -0.11 | 0.18 | -1.6
CC(C)CC(=O)Nc1c2c(nn1-c1ccc(F)cc1)CS(=O)C2 (centres undefined) | -25% | 1% | x | 0.1% | -21% | x | 17% | -2.4% | x | x | x | x
Cc1ccc(NC(=O)CN(C)C(=O)Nc2ccc(C)cc2)cc1 | -18% | 18% | x | -0.1% | -41% | x | 7% | -5.3% | x | x | x | x
COc1cc(C(=O)NCCC(=O)N2CCN(C)CC2)cc(OC)c1OC | -39% | 3% | 6% | -0.3% | 28% | 5% | -1% | 0.5% | 0.35 | -0.14 | 0.51 | -0.074
CC(=O)c1cccc(NC(=S)NC(=O)c2ccc(Br)cc2)c1 | -53% | -1% | -5% | 0.6% | x | 9% | -61% | -1.4% | -0.37 | -0.029 | -0.073 | 0.58
CN(/N=C/c1ccc(-c2ccc([N+](=O)[O-])cc2)o1)c1ccccc1 | -20% | 20% | x | 37% | -6% | x | 4% | 3.2% | x | x | x | x
O=C(O)c1sccc1Oc1ccc(F)cc1[N+](=O)[O-] | 0% | -13% | 7% | -0.1% | -38% | -5% | -20% | -0.4% | 0.44 | -0.17 | 0.21 | 0.45
COc1cc(C(=O)Nc2nnc(CC(C)C)s2)c([N+](=O)[O-])cc1OC | -19% | -9% | 5% | -0.1% | -11%[20 µM] | -3% | 2% | -1.6% | 1.2 | -0.091 | 1.1 | -0.95
COc1cc(/C=N/NC(=O)Nc2ccccc2)ccc1OCCOc1ccccc1C | -25% | 13% | -17% | 0.6% | -31% | 2% | -3% | 22% | 0.13 | -0.2 | -0.25 | 1.1
COc1ccccc1-c1c(C(F)(F)F)oc2cc(OC(=O)c3cccc([N+](=O)[O-])c3C)ccc2c1=O | 36% | 4% | 0% | 0.2% | 18% | 4% | 21% | -1.7% | -0.1 | -0.17 | -0.21 | 0.11
CCOC(=O)C(=O)N1CCN(c2ccccc2OC)CC1 | -17% | -2% | 6% | 0.5% | -11%[20 µM] | 10% | -4% | 6.8% | -0.71 | -0.28 | -0.031 | 0.32
O=C(Cc1ccccc1)NNc1ccc2ccccc2c1 | -48% | -7% | -5% | 0.3% | -8% | -1% | -82% | 1.1% | -1.4 | -0.075 | -0.77 | -0.34
CCOC(=O)CC(NC(=O)c1cccs1)c1ccc(OCC)cc1 (centres undefined) | 10% | 38% | 8% | -0.1% | 17% | -2% | 19% | -2.3% | 0.46 | -0.28 | -0.69 | 0.36
Cc1cc(OCC(=O)c2ccc(C(F)(F)F)cc2)n2cnnc2n1 | -1% | 6% | -2% | 0.0% | 15% | 2% | -2% | 7.5% | -0.076 | -0.2 | 0.0091 | 0.26
COc1ccc(OCC(=O)Nc2ccncc2)cc1 | -7% | -5% | -5% | 0.0% | 14% | 8% | 15% | 3.1% | -1.4 | -0.22 | -0.12 | 1.3
COc1ccccc1NC(=O)CSc1nnc(C)s1 | -14% | 4% | x | -0.1% | -55% | x | 7% | 2.2% | x | x | x | x
CCCCNC(=O)CSc1nc(Cc2ccccc2)nc2ccccc12 | 22% | 26% | x | -0.1% | 7% | x | 28% | 3.2% | x | x | x | x
O=C(CN1CCC(NC(=O)Nc2ccccc2)CC1)Nc1ccccc1F | -8% | 2% | x | -0.1% | -40% | x | -12% | 1.8% | x | x | x | x
CCN1CC(CN(C)Cc2nc(-c3ccc(C(F)(F)F)cc3)no2)CC1=O (centres undefined) | -27% | 1% | -9% | -0.2% | -39%[20 µM] | 6% | -2% | x | -0.64 | -0.21 | -0.05 | 0.29
O=C(CN1C(=O)c2cccc3cccc(c23)C1=O)N1CCN(c2ccccn2)CC1 | -18% | 11% | -14% | 0.0% | 0% | 3% | 3% | 9.4% | -0.65 | -0.21 | -0.79 | 1.1
O=C(N/N=C/c1cc([N+](=O)[O-])ccc1O)c1cccc2cc[nH]c12 | -3% | 5% | -6% | 0.4% | -46% | -8% | 14% | 3.4% | -0.95 | -0.15 | -0.45 | 0.15
COCCNc1nc(SC)nc2sc3c(c12)CCN(C)C3 | -3% | 7% | x | 0.0% | -27% | x | -3% | 0.9% | x | x | x | x
COc1ccc(OCCC(=O)OCC(=O)Nc2ccc(Br)cc2)cc1 | -25% | -3% | 8% | 0.3% | 27% | 0% | 15% | -2.6% | -0.48 | -0.17 | -0.38 | 0.18
Cc1ccc(C2=NS(=O)(=O)N(C)C(C(=O)Nc3cc(C)n(CC(=O)N4CCC(C)CC4)n3)=C2)cc1 | -7% | -5% | x | -0.1% | 9% | x | 7% | -3.1% | x | x | x | x
O=C(O)c1ccc(/C=N/Nc2nc3ccccc3[nH]2)cc1 | -10% | -11% | 0% | -0.2% | -20% | 11% | -9% | 1.9% | 2.7 | -0.26 | 1.2 | -0.88

Structures from the list above that have a thiophene ring, fused or not, in the order listed:
SMILES | NOD1 NF-kB reporter | AID2073 | P. falciparum M17LAP | GPR55 beta-arrestin | KOR beta-arrestin-1 | M1AAP inhibition | HEK293 NOD2/NF-kB | KOR beta-arrestin-2 | Dynein cargo inh | Dynein cargo inh cytoplasmic EGFP | Dynein cargo inh nuclear GR-EGFP | Dynein cargo inh cell count
O=C(O)c1sccc1Oc1ccc(F)cc1[N+](=O)[O-] | 0% | -13% | 7% | -0.1% | -38% | -5% | -20% | -0.4% | 0.44 | -0.17 | 0.21 | 0.45
CCOC(=O)CC(NC(=O)c1cccs1)c1ccc(OCC)cc1 (centres undefined) | 10% | 38% | 8% | -0.1% | 17% | -2% | 19% | -2.3% | 0.46 | -0.28 | -0.69 | 0.36
COCCNc1nc(SC)nc2sc3c(c12)CCN(C)C3 | -3% | 7% | x | 0.0% | -27% | x | -3% | 0.9% | x | x | x | x

Full records as entered above.
Profile of `Cc1cc(OCC(=O)c2ccc(C(F)(F)F)cc2)n2cnnc2n1` = NOD1 NF-kB reporter: -1%; AID2073: 6%; P. falciparum M17LAP: -2%; GPR55 beta-arrestin: 0.0%; KOR beta-arrestin-1: 15%; M1AAP inhibition: 2%; HEK293 NOD2/NF-kB: -2%; KOR beta-arrestin-2: 7.5%; Dynein cargo inh: -0.076; Dynein cargo inh cytoplasmic EGFP: -0.2; Dynein cargo inh nuclear GR-EGFP: 0.0091; Dynein cargo inh cell count: 0.26
Profile of `CS(=O)(=O)c1ccc(N2CCN(c3ccccn3)CC2)c([N+](=O)[O-])c1` = NOD1 NF-kB reporter: -18%; AID2073: -2%; P. falciparum M17LAP: x; GPR55 beta-arrestin: -0.2%; KOR beta-arrestin-1: -24%; M1AAP inhibition: x; HEK293 NOD2/NF-kB: 8%; KOR beta-arrestin-2: -0.4%; Dynein cargo inh: x; Dynein cargo inh cytoplasmic EGFP: x; Dynein cargo inh nuclear GR-EGFP: x; Dynein cargo inh cell count: x
